Bioassay records: PubChem BioAssay, National Center for Advancing Translational Sciences (NCATS)
S3 lipid droplet: qHTS Assay for Lipid Storage Modulators in Drosophila S3 Cells; Drosophila S3 cells, BODIPY lipid droplet fluorescence, 18-24 h; cells fed with added oleic acid; lipid storage change, negative = inhibition, % at the top dose, mostly 46.1 µM; hits show Potency in µM; hit rate 0.64% among 320,000; active = well fitted inhibition curve with a large enough effect in the signal ratio, with a control signal flat, not every such curve was filed as active; inconclusive = small, poorly fitted or top-dose-only effect, or effect the other way, or a change in a side signal; the % refers to the signal ratio
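Drosophila S3 cells got compounds at several concentrations plus oleic acid (400 uM solution). Laser-scanning cytometry with 488 nm excitation read lipid droplets at 500-530 nm and cells at 575-640 nm. Percent activity was relative to 20 uM Triacsin C.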
S3 lipid droplet cell count max: also measured in S3 lipid droplet; calls as there; cell number change, %; measured here: cell count max response;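 cells counted by Cell Tracker Red CMTPX staining in the red channel; peak over a dose series mostly up to 46.1 µM; percent activity relative to internal control wells on each plate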
Numbers without * were called inactive; i = inactive; ? = inconclusive; / = no result given. % is set by controls: 0 for no effect and ±100 for the full control effect; potency is the fitted concentration of half-maximal effect.

S3 lipid droplet cell count max	S3 lipid droplet	SMILES
/	?	O=C1c2ccccc2C(=O)N1CCOc1ccc(F)cc1
/	?	O=C(NCCN1CCOCC1)C1CCC(CNS(=O)(=O)c2ccc(Cl)cc2)CC1 (stereo not drawn)
/	?	CSc1nsc(/C=C/Nc2ccc(Cl)cc2)c1C#N
/	?	COC(=O)CCC(=O)OC1(C)C(=O)C=C2C=C(C3CC3)N(C3CC3)C=C2C1=O (stereo not drawn)
/	16%	O=C(NC(=S)Nc1ccc(F)c([N+](=O)[O-])c1)c1ccccc1F
/	?	CN(Cc1ccccc1)C(=O)C(=O)c1cn(CC(=O)N2CCCC2)c2ccccc12
17	-6%	Cc1cc(-c2c(C)[nH]n(-c3ccc(Cl)cc3)c2=O)n[nH]1
/	?	Cc1ccc(SCC(=O)NC(=O)NC2CCCC2)c(C)c1
/	?	CCOCc1c(C(=O)NCc2ccccc2CN2CCCC2)oc2ccccc12
3	6%	CCOC(=O)c1c(NC(=O)CSc2nnc(-c3cccnc3)o2)sc(C)c1C
/	?	COc1ccc(-c2cc(=O)oc3c(C)c(OC(C)C(=O)NCc4ccccn4)ccc23)cc1 (stereo not drawn)
/	?	Cc1c(CC(=O)NCC(=O)NCC(=O)O)c(=O)oc2c(C)c3oc4c(c3cc12)CCCC4
/	?	CCOC(=O)c1ccccc1Oc1c(F)c(F)nc(NCCO)c1F
0	i	COc1ccc(Cl)cc1S(=O)(=O)NCc1cccs1
-24*	15µM*	NC(=O)Cn1nc([N+](=O)[O-])nc1Oc1ccccc1C(=O)N1CCOCC1
/	?	Cc1ccc(C(=O)N[C@H](C(=O)NC2CCCCCCC2)C(C)C)cc1
/	?	COC(C[C@H](O)C[C@@H](O)[C@H](C)OCc1ccccc1)OC
4	-1%	CCN(CC)S(=O)(=O)c1ccc(-c2cn3ccc(C)cc3n2)cc1
8	-2%	C=CCn1c(C23CC4CC(CC(C4)C2)C3)n[nH]c1=S
/	?	CCc1ccccc1NC(=S)N(CCN(C)C)C(C)c1ccccn1 (stereo not drawn)
/	?	COc1ccc(S(=O)(=O)Nc2cccc(-n3cnnn3)c2)cc1OC
/	?	COc1ccc(S(=O)(=O)NC2CCCCC2)cc1C(=O)N1CCCCC1
/	0%	CCOC(=O)NC(C)N1C(=O)C2C3C=CC(C3)C2C1=O (stereo not drawn)
11	2%	Cc1c(Cl)cccc1NC(=S)N1CCN(Cc2ccccc2)CC1
/	?	Cc1cc(N2C(=O)C3CCC(c4ccccc4)CC3C2=O)no1 (stereo not drawn)

Next part
S3 lipid droplet cell count max	S3 lipid droplet	SMILES
/	?	COc1cc(CNC2CCCC2)cc(OC)c1OC
/	?	O=C1c2ccccc2C(Nc2ccc(S(=O)(=O)N3CCOCC3)cc2)N1c1ccccn1 (stereo not drawn)
4	i	Cn1cnc(S(=O)(=O)Nc2ccc(Cl)c(C(F)(F)F)c2)c1
/	-1%	CCOC(=O)Cn1cnc(-c2ccc([N+](=O)[O-])cc2)c1
/	?	NCCCC[C@H](N)c1nnc([C@H](CC(=O)O)NC(=O)C2CCNCC2)o1
/	?	CCCN(CCC)S(=O)(=O)c1ccc(NS(C)(=O)=O)cc1
/	?	OCCCNc1c2ccccc2nc2ccccc12
/	?	Cc1ccnc(NC(=O)c2ccc(Cl)c(NC(=O)c3ccccc3C)c2)c1
/	?	CCCc1cc(=O)oc2cc(C)cc(OC(C)C(=O)NCc3ccccn3)c12 (stereo not drawn)
8	12%	O=S1(=O)CC(O)C(N2CCC(c3ccccc3)CC2)C1 (stereo not drawn)
/	?	CCOc1ccccc1N/C=C(\C#N)c1nc2ccccc2n1C
-1	11%	O=C(COc1nc2ccccc2nc1N1CCOCC1)NCC(F)(F)F
/	?	Cc1oc(-c2ccccc2F)nc1CN1CCC(C(=O)NCc2cccs2)CC1
/	?	CS(=O)(=O)C1=NSC2=NC(=O)/C(=C\c3ccc(OC(=O)c4ccco4)cc3)C(=N)N21
/	?	CN1/C(=C\C(=O)CN2C(=O)NC3(CCCCCC3)C2=O)C(C)(C)c2ccccc21
-24*	18µM*	CC(C)Oc1ccc(C(=O)Nc2ccc3c(c2)n(C)c(=O)n3C)cc1
13	10%	COc1ccc(N2CC(C(=O)N/N=C/c3ccccc3)CC2=O)cc1 (stereo not drawn)
/	?	CCN(CC)S(=O)(=O)c1ccc2c(c1)nc(SCc1nc3ccsc3c(=O)[nH]1)n2CC
-23	1%	COC(=O)COc1ccc2occ(C(C)=O)c2c1
18	i	CCc1cccc2c(-c3csc(=NC)n3C)c[nH]c12
4	-6%	CCOc1ccc2c(c1)nc(SCC(=O)c1cccs1)n2C
/	?	C=CCn1c(=O)c2ccccc2n2c(SCc3nnc(-c4ccccc4Br)o3)nnc12
1	i	Cc1cccc(NC(=O)c2sc3nc(N4CCOCC4)c4c(c3c2N)CCCC4)c1
3	14%	CCCCN1C(=O)/C(=C(/C#N)C(=O)N2CCCC2)c2ccccc21
19	5%	COc1ccc(CC(=O)Nc2nc(C)cs2)cc1

Continued:
S3 lipid droplet cell count max	S3 lipid droplet	SMILES
-15	-5%	Cc1ccc(C2N(c3nccs3)C(=O)C3CCCN32)cc1 (stereo not drawn)
/	?	Cc1cccc(NC(=S)NN2CCN(C)CC2)c1
/	?	CCOc1ccc(N(C(C)C(=O)NN=C2CCCCCCC2)S(C)(=O)=O)cc1 (stereo not drawn)
1	5%	CN1C(=S)SC(C)(C)C1NO (stereo not drawn)
/	?	COc1ccnc(N2CCN(c3cccc(C(F)(F)F)c3)CC2)c1C#N
-2	i	CC(CCc1ccccc1)NC(=O)CNC(=O)N1CC(=O)Nc2ccccc21 (stereo not drawn)
/	?	N#C/C(=C\c1ccc(F)c(F)c1)C(=O)NC1CCCCC1
/	?	CCCC(=O)Nc1ccc(NC(=S)NC(=O)c2cccs2)cc1
-13	-1%	CCN(c1ccccc1)S(=O)(=O)c1cccc(C(=O)OCc2nc3sc(C)c(C)c3c(=O)[nH]2)c1
/	?	CCOC(=O)c1c(NC(=O)c2cccs2)sc(C)c1C
/	?	Cc1cc2sc(NC(=O)c3ccco3)nc2cc1Cl
-8	5%	COc1ccc(-c2csc(Nc3ccccn3)n2)cc1
/	?	Cc1ccc2[nH]c(=O)c(COC(=O)c3ccccn3)cc2c1
/	?	Cc1cnc(NC(=O)c2ccc(-c3nc4ccccc4s3)o2)s1
/	?	Cc1cccc(/C=C2\Sc3ccc(C(=O)N4CCCCC4)cc3N(C)C2=O)c1
/	?	CN1CCc2cc3c(c4c2C1CC41CCC(=NO)CC1)OCO3 (stereo not drawn)
/	?	CC(C)c1ccc(CN2CCN(C(=O)CSc3nnnn3C3CC3)CC2)cc1
/	?	Cc1ccc(S(=O)(=O)NCC(=O)NCC(=O)NC(C)c2ccccc2Br)cc1C (stereo not drawn)
2	-1%	OCCC1CN(Cc2cccn2-c2cccnc2)CCN1CCc1ccccc1 (stereo not drawn)
/	?	CCOc1ccc(CCNC(=O)CN2C(=O)NC3(CCc4ccccc43)C2=O)cc1OCC (stereo not drawn)
/	?	NC(=O)c1ccc(-n2nnnc2SCC(=O)c2ccc(O)c(O)c2)cc1
/	?	CSc1nc2ncc3c(n2n1)CC(C)(C)CC3=O
8	15%	CCOC(=O)c1c(C)[nH]c(N=Nc2cc(C(=O)O)cc(C(=O)O)c2)c1C
/	?	Cc1ccc2c(c1)-c1cc(C)nn1C(c1ccc3c(c1)OCO3)N2 (stereo not drawn)
/	?	Cc1cc(C)c(OCCN2CC(C)OC(C)C2)c(Br)c1 (stereo not drawn)

Shown with two lines to a compound: part of the list above.
The line under a structure holds: S3 lipid droplet cell count max | S3 lipid droplet
COc1ccnc(N2CCN(c3cccc(C(F)(F)F)c3)CC2)c1C#N
    / | ?
CC(CCc1ccccc1)NC(=O)CNC(=O)N1CC(=O)Nc2ccccc21 (stereo not drawn)
    -2 | i
N#C/C(=C\c1ccc(F)c(F)c1)C(=O)NC1CCCCC1
    / | ?
CCCC(=O)Nc1ccc(NC(=S)NC(=O)c2cccs2)cc1
    / | ?
CCN(c1ccccc1)S(=O)(=O)c1cccc(C(=O)OCc2nc3sc(C)c(C)c3c(=O)[nH]2)c1
    -13 | -1%

(continued)
S3 lipid droplet cell count max	S3 lipid droplet	SMILES
/	?	CCc1nc2ccc(C(=O)N3CCN(c4cccc(Cl)c4)CC3)cc2nc1CC
/	?	Cc1cnn(-c2cc(N/N=C/c3ccccc3)ncn2)c1
-9	4%	O=C(NCc1csc(-c2cccs2)n1)c1ccsc1
/	?	CN(CC(=O)Nc1cccc2ccccc12)c1ccc(S(=O)(=O)N2CCOCC2)cn1
/	?	O=C(O)CCc1ccc(-c2cccs2)n1-c1ccc(C(=O)O)cc1
/	?	Cc1noc(/C=C/N(C)C)c1S(=O)(=O)N1CCCC(C(=O)Nc2ccccc2F)C1 (stereo not drawn)
/	i	COc1cc2c(cc1OC)C(c1ccc(C)cc1)NC(=O)C2 (stereo not drawn)
-2	21%	CCOC(=O)CC(=O)CSc1nc(-c2cccnc2)cc(C)c1C#N
/	?	O=C(NCCOc1ccccc1F)c1cccc(S(=O)(=O)N2CCN(c3ccccc3)CC2)c1
17	15%	COc1ccccc1C(=O)C1CCCN(Cc2cccc(OCCO)c2)C1 (stereo not drawn)
/	?	COc1ccc(C2CC(c3ccccc3C)n3nc(N)nc3N2)cc1 (stereo not drawn)
2	-11%	Cc1ccc(-c2cc(-c3c(C)nn(C)c(=O)c3N)[nH]n2)cc1
/	?	CC1=C(C(=O)Nc2ccc(C)cc2C)C(c2cccc(Cl)c2)n2nc(C(=O)OC(C)C)nc2N1 (stereo not drawn)
/	?	COc1ccc(CNC(=O)CN(Cc2ccccc2Cl)C(=O)c2csnn2)cc1
-1	4%	N=C1/C(=C\c2ccc(OC(=O)c3ccco3)cc2)C(=O)N=C2SC=NN12
-15	-10%	COc1ccc(-n2ccnc2SCC(=O)Nc2ccc(OC)cc2OC)cc1
/	?	S=C(N/N=C1\C2CN3CCN(C2)CC1(c1ccccc1)C3)Nc1ccccc1
/	?	CS(=O)(=O)N(Cc1ccccc1)c1ccc(C(=O)NN=C2CCCCCC2)cc1
-1	0%	COc1ccc(CCN2C(=O)CC(C(N)=O)SC2=Nc2ccc(F)cc2)cc1OC (stereo not drawn)
-6	0%	NNC(=O)c1cc(C2CC2)nc2ccc(Br)cc12
/	?	Cc1cc(Br)c(OCc2ccc(C(=O)N/N=C/c3ccc[nH]3)cc2)c(Br)c1
1	8%	O=C(O)CCc1ccc(-c2ccccc2)n1CC(=O)Nc1cccc(C(F)(F)F)c1
/	?	Cn1c(=O)n(Cc2ccccc2Cl)c2ccccc21
/	?	CCOC(=O)CC1=C(C(=O)OCC)C(c2cc(OC)c(OC)cc2OC)C(C#N)=C(N)O1 (stereo not drawn)
/	?	COC(=O)CNC(=O)CNC(=O)Nc1ccccc1Cl

Given with each value named: entries from further up
Cc1ccc(-c2cc(-c3c(C)nn(C)c(=O)c3N)[nH]n2)cc1
  S3 lipid droplet cell count max: 2
  S3 lipid droplet: -11%

CC1=C(C(=O)Nc2ccc(C)cc2C)C(c2cccc(Cl)c2)n2nc(C(=O)OC(C)C)nc2N1 (stereo not drawn)
  S3 lipid droplet cell count max: /
  S3 lipid droplet: ?

COc1ccc(CNC(=O)CN(Cc2ccccc2Cl)C(=O)c2csnn2)cc1
  S3 lipid droplet cell count max: /
  S3 lipid droplet: ?

N=C1/C(=C\c2ccc(OC(=O)c3ccco3)cc2)C(=O)N=C2SC=NN12
  S3 lipid droplet cell count max: -1
  S3 lipid droplet: 4%

(next part)
S3 lipid droplet cell count max	S3 lipid droplet	SMILES
-17	i	CNC(=O)CSc1nnc(-c2ccco2)n1-c1cc(C)ccc1C
/	?	NC(=O)C1CCCN(C(=O)c2ccc(S(=O)(=O)N3CCCCCC3)cc2)C1 (stereo not drawn)
/	?	N#Cc1ccc(-c2cn(-c3ccccc3)c3[n+]2CCCS3)cc1
/	?	Nc1c(C(=O)N/N=C/c2ccc(OCc3ccccc3)cc2)cnn1-c1ccccc1
/	?	CC(OC(=O)C1CCCC1)C(=O)Nc1ncc(Cl)cc1Cl (stereo not drawn)
-10	4%	Cc1ccc(OC(=O)c2sc3ncn(C)c(=O)c3c2C)cc1
/	?	Cc1nc2ccc(C(=O)N/N=C/c3ccc(O)cc3)cc2[nH]1
/	?	CC(O/N=C/c1ccc(OC(F)F)cc1)C(=O)Nc1cccc(S(=O)(=O)N2CCOCC2)c1 (stereo not drawn)
/	?	Cc1cc(S(=O)(=O)N(Cc2ccccc2F)C2CC2)ccc1-n1cnnn1
9	-3%	CCOc1ccc(S(=O)(=O)N2CCOCC2)cc1NC(=O)CN1C(=O)NC(CC)(c2ccccc2)C1=O (stereo not drawn)
7	20%	Cc1ccc(N2CC(O)(c3cccs3)[N+]3=C2CCCC3)cc1 (stereo not drawn)
/	?	CC(C)c1ccc(N)c(S(=O)(=O)O)c1
/	?	COc1ccccc1NC(=S)NC(=O)CCc1ccccc1
/	?	COCCNC(=O)c1onc(CS(=O)(=O)c2cc(C)cc(C)c2)c1C(=O)NCCOC
9	7%	CCC(C)N(C)Cc1cccc(C2(O)CCN(S(=O)(=O)c3ccc(F)c(C)c3)CC2)c1 (stereo not drawn)
-1	i	COc1ccc(NS(=O)(=O)c2cn(C)c(=O)n(C)c2=O)cc1
/	?	O=C(NCCNC(=O)c1cc(OCC(F)(F)F)ccc1OCC(F)(F)F)Nc1ccc(Cl)cc1

An excerpt from above in order of their number in S3 lipid droplet, largest number first.
mol,S3 lipid droplet
Cc1ccc(N2CC(O)(c3cccs3)[N+]3=C2CCCC3)cc1 (stereo not drawn),20%
CCC(C)N(C)Cc1cccc(C2(O)CCN(S(=O)(=O)c3ccc(F)c(C)c3)CC2)c1 (stereo not drawn),7%
Cc1ccc(OC(=O)c2sc3ncn(C)c(=O)c3c2C)cc1,4%

Only part of the results is shown. The share of hits here may be higher or lower than overall.
